Compound activity (PubChem BioAssay)
Mac1 fbg inh – CD11b/CD18-fibrinogen binding inhibition; AID 1497; K562 CD11b/CD18 adhesion to fibrinogen, ATPlite luminescence; Mn2+ added to activate the integrin; hit rate 0.54% among 93,000; inhibition, % at 10 µM;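 active means primary inhibition of 50% or more at 10 µM, then 40% or more on retest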; further: some results filed as inactive read as strong as hits
Target sequence (P05107 whole entry, looked up, other chains not shown): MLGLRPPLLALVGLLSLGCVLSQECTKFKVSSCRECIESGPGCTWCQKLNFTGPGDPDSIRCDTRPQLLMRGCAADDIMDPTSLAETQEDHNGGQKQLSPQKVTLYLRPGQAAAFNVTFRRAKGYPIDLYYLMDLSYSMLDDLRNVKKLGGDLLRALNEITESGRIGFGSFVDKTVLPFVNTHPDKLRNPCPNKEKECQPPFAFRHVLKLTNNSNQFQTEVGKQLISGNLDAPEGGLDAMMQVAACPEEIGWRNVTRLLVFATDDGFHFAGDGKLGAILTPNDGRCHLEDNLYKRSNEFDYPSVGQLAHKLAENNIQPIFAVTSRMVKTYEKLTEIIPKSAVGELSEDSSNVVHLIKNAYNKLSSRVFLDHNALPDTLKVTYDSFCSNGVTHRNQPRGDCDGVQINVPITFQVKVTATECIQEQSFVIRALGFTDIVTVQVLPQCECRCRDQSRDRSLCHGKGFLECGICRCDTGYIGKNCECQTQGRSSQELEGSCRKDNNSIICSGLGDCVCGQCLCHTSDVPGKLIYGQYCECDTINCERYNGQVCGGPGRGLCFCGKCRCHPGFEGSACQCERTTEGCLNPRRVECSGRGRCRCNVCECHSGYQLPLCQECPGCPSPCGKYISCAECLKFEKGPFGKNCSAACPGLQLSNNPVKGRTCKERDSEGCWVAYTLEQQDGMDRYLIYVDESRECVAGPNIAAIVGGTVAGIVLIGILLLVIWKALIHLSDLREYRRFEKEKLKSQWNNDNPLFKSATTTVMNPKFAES
CYP2C9 act – CYP2C9 (human) activation; recombinant CYP2C9, luciferin-H conversion, luminescence; hits give high values; factor 1 = untreated enzyme, 0 = blocked; hit rate 1.4% among 96,000; activation factor at 5 µM; P11712;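 active means activation factor of 2 or more for CYP2C9 at a 5 µM dose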;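 further: 0 = sulfaphenazole-blocked wells and 1 = vehicle-only wells; values of inactives mirror those of a sister screen read the other way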
Pyk2 oligo antag – antagonists of human Pyk2 oligomerization | Q293 cells, Pyk2 FERM NanoBiT luminescence; hits give low values | hit rate 0.83% among 99,000 | AID 1347419 | z-score (the deposit names both 25 µM and 10 µM);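 active means Z-score of -3 or lower, scaled per plate to the spread of control and sample wells; inactive means z-score above -3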;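 further: negative z-score means lost luminescence so less FERM oligomerization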
CYP2C19 inh – blocks human cytochrome P450 2C19; CYP2C19 Supersomes, luciferin-H EGE luminescence, 30 min; inhibition, % at 5 µM; hit rate 21% among 96,000; AID 778;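 active means CYP2C19 inhibition above a set limit at 5 µM in the primary screen, cut at about 50% in these data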;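 further: plate controls were negative control wells for no effect and 2.5 mM tranylcypromine positive control for full effect; values of inactives mirror those of a sister screen read the other way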
CYP2C19 act – cytochrome P450 2C19 (human) activation; P33261; recombinant CYP2C19, luciferin-H EGE luminescence; hits give high values; 0 = fully inhibited enzyme, 1 = untreated enzyme; activation factor at 5 µM; 96,000 tested, under 10 active; AID 1025;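 active means activation factor of at least 2 at 5 µM in the primary screen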;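 further: 0 = wells with 2.5 mM tranylcypromine and 1 = vehicle-only wells; values of inactives mirror those of a sister screen read the other way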
MT1-MMP txn act – activates MT1-MMP transcription; HT1080 MT1-MMP promoter luciferase reporter, luminescence, overnight; hits give high values; activation factor at 10 µM; hit rate 0.16% among 86,000;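 active means activation factor of at least 2 for MT1-MMP transcription at 10 µM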
CYP2C9 inh – inhibitors of human CYP2C9. P11712. CYP2C9 Supersomes, luciferin-H conversion, luminescence. inhibition, % at 5 µM. hit rate 20% among 96,000;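 active means blocking of liver enzyme CYP2C9 beyond about 50% at 5 µM, limit read from the data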; further: values of inactives mirror those of a sister screen read the other way
PLAP activator – activates human placental alkaline phosphatase; P05187; purified PLAP enzyme, luminescent substrate read-out; hits give high values; activation fold at 20 µM; hit rate 1.2% among 96,000; in the data active means activation fold above about 2
Mac1 fbg enh – increases human CD11b/CD18 adhesion to fibrinogen. activation, % at 10 µM. hit rate 0.07% among 93,000. K562 CD11b/CD18 adhesion to fibrinogen, ATPlite luminescence;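 active means 10 µM primary screen giving 50% or more activity, confirmed by 40% or more on retest at that dose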; further: strong numbers were not always called active; reference of the scale not given here
Starred values were filed as active, the others as inactive; x = no result given.

SMILES	Mac1 fbg inh	CYP2C9 act	Pyk2 oligo antag	CYP2C19 inh	CYP2C19 act	MT1-MMP txn act	CYP2C9 inh	PLAP activator	Mac1 fbg enh
CCCCc1nnc(SCCSc2nnc(CCCC)n2N)n1N	10	0.9	0.73	-4	1	1.2	12	1.2	1
COc1ccc(C2=CC(c3ccc(Cl)cc3)n3cnnc3N2)cc1OC (centres undefined)	12	0.6	-0.46	25	0.7	1.3	40	1.5	-3
COc1ccc(OCC(=O)OCCN2C(=O)c3ccccc3C2=O)cc1	-5	0.7	0.1	39	0.6	1.1	29	0.9	-8
COC(=O)c1ccc(NC(=O)CN(C)S(=O)(=O)c2ccc(OC)c(C)c2)cc1	9	1.2	-0.37	26	0.7	1.2	-18	1.1	7
S=c1[nH]nc(Cc2cccc3ccccc23)n1-c1ccccc1	-6	0.1	0.31	47	0.5	x	90*	1.1	1
CCn1c(=O)c(C(C)=O)nc2ccccc21	-6	1	0.44	17	0.8	1.1	-1	1.4	-1
COc1ccc(CCNC(=O)C2CCN(Cc3nc(-c4ccccc4C)oc3C)CC2)cc1OC	16	0.8	0.39	4	1	1.3	21	2.1*	-9
Cc1ccc(-c2nnc(N3CCN(C(=O)c4ccco4)CC3)c3ccccc23)cc1	9	0.2	-1.2	68*	0.3	0.9	76*	1.6	-5
C=CCn1c(SCCN2C(=O)c3ccccc3C2=O)nc2scc(-c3ccccc3)c2c1=O	5	0.9	-0.54	5	0.9	x	5	1	5
Cc1ccc(-c2nc3ncccn3c2NC2CCCCC2)o1	6	1.3	0.16	2	1	1.1	-28	0.9	-7
O=S(=O)(Nc1ccc(Cl)c(C(F)(F)F)c1)c1cnc[nH]1	-7	0	0.72	96*	0	1.1	99*	1	1
Cc1ccccc1N(C(=O)Cc1cccs1)C(C(=O)NCC1CCCO1)c1cccnc1 (centres undefined)	x	0.6	-0.73	27	0.7	x	41	1.4	x
O=C(NC1CCCC1)c1cnn2c(C(F)(F)F)cc(-c3ccc4c(c3)OCO4)nc12	-11	0.5	0.18	3	1	1	47	1	0
COc1cc(/C=N/NC(=O)CSCc2ccc([N+](=O)[O-])cc2)cc(OC)c1OC	x	0.4	0.11	45	0.6	x	57*	1	x
CCOC(=O)c1c(-c2ccccc2)cn2ccccc12	x	0.7	0.53	29	0.7	x	28	0.9	x
COC(=O)C(NC(C)=O)(Nc1nc2c(C)cc(C)cc2s1)C(F)(F)F (centres undefined)	2	0	-1.2	92*	0.1	1.3	99*	1.1	-5
CN1CCc2cc3c(c4c2C1CC41CCC(=NO)CC1)OCO3 (centres undefined)	25	1.3	-0.18	1	1	1.1	-32	1.2	-1
Cc1ccccc1-c1nc(CN2CCC(C(=O)N3CCN(c4ccccn4)CC3)CC2)c(C)o1	15	0.4	x	13	0.9	1.2	55*	1.8	-4
COc1ccc(NC(=O)c2cccc(NC(=O)c3ccco3)c2)c(OC)c1	3	1.5	-0.52	15	0.8	1.2	-50	0.8	-2
OC(CN1C2=NCCCN2c2ccccc21)c1ccc(Br)cc1 (centres undefined)	3	0.8	0.97	12	0.9	1.2	18	1.3	0
C=C1C2(C(=O)NCc3ccco3)CCC(C2)C1(C)C (centres undefined)	-16	0.9	0.03	27	0.7	1	14	1	0
CCn1cc(C(=O)Nc2cccc(NC(C)=O)c2)c2cc(OC)c(OC)cc2c1=O	-4	0.9	0.34	-2	1	1.2	14	1.5	-2
CCCn1c(SCc2nc(-c3cccs3)no2)nnc1-c1ccncc1	-20	0.7	0.93	56*	0.4	1.2	30	1.2	-1
COc1cccc(N2CCN(CC(=O)Nc3nnc(-c4ccccc4)s3)CC2)c1	60	0.2	-0.03	50*	0.5	1.3	78*	2*	-4
CC1CC(C)(C)NCc2ccccc21 (centres undefined)	7	1	0.71	-10	1.1	1.1	1	1	0

Following part:
SMILES	Mac1 fbg inh	CYP2C9 act	Pyk2 oligo antag	CYP2C19 inh	CYP2C19 act	MT1-MMP txn act	CYP2C9 inh	PLAP activator	Mac1 fbg enh
CCOC(=O)C1=C(N)N(c2ccc(N3CCCCC3)cc2)C(=O)C1	-13	1.5	0.35	39	0.6	1.1	-47	1.6	-4
Clc1ccc(Cl)c2sc(N3CCCC3)nc12	-8	1.1	-0.68	11	0.9	1	-6	1	0
Cn1c(=O)[nH]c(=O)c2c1nc(N1CCNCC1)n2Cc1cccc2ccccc12	-34	1.2	1.4	-14	1.1	1.1	-19	1.2	3
CCOC(=O)CNC(=O)CSc1nc2sc(C)c(C)c2c(=O)n1C	-16	0.5	-0.24	70*	0.3	1.2	50*	1.1	2
COc1ccc(C2C(C#N)=C(N)N(c3cccnc3)C3=C2C(=O)CCC3)cc1Cn1cc([N+](=O)[O-])cn1 (centres undefined)	-7	0.9	-0.42	-7	1.1	x	11	1.2	-4
Cc1nn(CC(=O)Nc2ccccc2)c(=O)c2ccccc12	-3	0.6	0.79	73*	0.3	1.1	38	0.9	-1
CCOc1cc(N2CCOCC2)c(OCC)cc1NC1=NCCCCC1	-12	0.9	0.35	15	0.8	1.1	6	0.9	2
Cc1occc1C(=O)NCCCc1ccccc1	2	0.7	0.32	40	0.6	1.3	26	1.1	-4
Cn1c(=O)c2cc(S(=O)(=O)NCCC(=O)N3CC=C(c4ccccc4)CC3)ccc2n(C)c1=O	0	1.1	0.17	13	0.9	1.1	-8	1.5	-5
O=C(CSc1ccc2c(c1)OCCO2)Nc1ncc(Cl)cc1Cl	12	0.2	1.3	76*	0.2	0.9	82*	1	-5
COc1cc(Cl)c(C)cc1NC(=O)CCCN1C(=O)CCC1=O	1	0.9	0.48	31	0.7	1.1	8	0.9	-2
CCCC(=O)Nc1ccc2c(c1)nc1n2CCSC1	-19	1	0.35	-3	1	1.2	3	1	5
O=C(Cn1cnc2c(nnn2-c2ccccc2)c1=O)NCCc1ccccc1	-12	1.6	x	41	0.6	1.1	-64	1	-2
CCOC(=O)CSc1nc2cccnc2n1-c1ccc(F)cc1	-20	0.8	0.85	36	0.6	1.1	18	0.8	-2
COc1ccc(-c2cc3ccccc3n2CC(O)CNCCO)cc1 (centres undefined)	x	1.2	1.3	10	0.9	x	-17	1.2	x
C=CCN1C(=O)NC2(CCCCC2)C1=O	-7	1	0.58	0	1	1	-3	0.9	-2
C=CCOc1ccccc1CN1CCSCC1	-7	0.9	0.99	71*	0.3	1.1	10	1	-6
O=C(CN1C(=O)c2ccccc2S1(=O)=O)NC1CC2CCC1C2 (centres undefined)	-11	1.1	x	23	0.8	1.2	-14	0.9	0
Cc1cc(C)n(CCO)c(=O)n1	-5	0.9	-0.49	2	1	1	14	0.8	1
COc1ccc(S(N)(=O)=O)cc1C(=O)NCCCN1CCN(c2cccc(Cl)c2)CC1	5	1	0.42	-4	1	x	2	1.2	7
Cc1cc(C)cc(N(CC(=O)N2CC=C(c3ccccc3)CC2)S(=O)(=O)c2c(C)noc2C)c1	-2	0.1	x	89*	0.1	x	91*	1.6	4
CCN(CC)S(=O)(=O)c1ccc(NC(=O)C(C)N(c2ccc(OC)cc2)S(C)(=O)=O)cc1 (centres undefined)	33	0.4	0.23	7	0.9	1.1	56*	1.9	2
CCCC/C(C)=N/NC(=O)C(=O)NCCc1ccccc1	-14	0.8	-0.38	2	1	x	15	1	-4
C1=CN2CCC1C(c1ccccc1)C2 (centres undefined)	-9	1	-0.17	-4	1	1.1	-3	0.9	0
COc1ccccc1NC(=O)CSc1nnc(Cc2cccn2C)n1-c1ccc(F)cc1	-2	0.4	x	66*	0.3	1.1	63*	1.5	7

Compounds listed so far that contain an aryl thioether with sulfur outside any ring, in the order listed:
SMILES	Mac1 fbg inh	CYP2C9 act	Pyk2 oligo antag	CYP2C19 inh	CYP2C19 act	MT1-MMP txn act	CYP2C9 inh	PLAP activator	Mac1 fbg enh
CCCCc1nnc(SCCSc2nnc(CCCC)n2N)n1N	10	0.9	0.73	-4	1	1.2	12	1.2	1
C=CCn1c(SCCN2C(=O)c3ccccc3C2=O)nc2scc(-c3ccccc3)c2c1=O	5	0.9	-0.54	5	0.9	x	5	1	5
CCCn1c(SCc2nc(-c3cccs3)no2)nnc1-c1ccncc1	-20	0.7	0.93	56*	0.4	1.2	30	1.2	-1
CCOC(=O)CNC(=O)CSc1nc2sc(C)c(C)c2c(=O)n1C	-16	0.5	-0.24	70*	0.3	1.2	50*	1.1	2
O=C(CSc1ccc2c(c1)OCCO2)Nc1ncc(Cl)cc1Cl	12	0.2	1.3	76*	0.2	0.9	82*	1	-5
CCOC(=O)CSc1nc2cccnc2n1-c1ccc(F)cc1	-20	0.8	0.85	36	0.6	1.1	18	0.8	-2
COc1ccccc1NC(=O)CSc1nnc(Cc2cccn2C)n1-c1ccc(F)cc1	-2	0.4	x	66*	0.3	1.1	63*	1.5	7

The listing continues:
SMILES	Mac1 fbg inh	CYP2C9 act	Pyk2 oligo antag	CYP2C19 inh	CYP2C19 act	MT1-MMP txn act	CYP2C9 inh	PLAP activator	Mac1 fbg enh
CCOC(=O)C(C)Oc1c(Br)cc(C2NC(=O)NC(C)=C2C(C)=O)cc1OCC (centres undefined)	-48	0.4	0.25	58*	0.4	1.2	55*	1.5	5
Cc1ccc(CCP(=O)(O)CN2CCOCC2)cn1	-4	1	0.22	1	1	1.1	-4	0.8	0
CC1(C)C=C(c2ccc(C=O)s2)CC(C)(C)N1	-5	1	0.63	5	0.9	x	-3	1.1	-2
Cc1ccc(OCC(=O)NCc2cccs2)cc1	12	0.9	-0.23	71*	0.3	x	13	1	-2
Cc1ccc(S(=O)(=O)N2CCC(C(=O)N[C@@H](C)C(=O)NC3CCCCC3)CC2)cc1	-8	1.5	1.1	-5	1.1	1.1	-53	0.9	-1
CCOC(=O)C1CCCN(C(=O)c2ccc(CS(=O)(=O)c3ccc(Br)cc3)o2)C1 (centres undefined)	14	0.5	x	35	0.7	x	50	1.3	-1
O=C(Nc1ccc2c(c1)CCC2)c1cnn2c1NC(c1ccco1)CC2C(F)(F)F (centres undefined)	-22	1	0.31	0	1	1.2	4	0.9	27
CC1(C)Cc2c(c(N3CCCC3)[nH]c(=S)c2C#N)CO1	-1	1.1	x	-12	1.1	1.2	-6	1.1	-6
COc1ccccc1NC(=O)C(CC=C(Cl)Cl)C(C)=O (centres undefined)	5	0.9	-0.18	37	0.6	1.1	11	1	-3
O=C(c1cnccn1)N(c1ccccc1)C1(C(=O)NC2CCCC2)CCCCC1	11	1.1	-1.1	5	0.9	x	-12	1.2	-4
CC(=O)c1ccc(N(C)C)cc1	-31	1.1	-0.04	10	0.9	1.2	-12	0.9	-2
CCOC(=O)Cn1c(-c2ccc(Cl)nc2)nc2ccccc21	-15	0.9	0.31	4	1	x	5	1	-2
CCOCCc1nnc(NC(=O)Cc2ccccc2)s1	-22	0.9	0.4	16	0.8	1.1	13	1	4
CC1(C)Cc2c(c(N3CCOCC3)nc3sc4c(N5CCOCC5)nnnc4c23)CS1	-8	0.2	x	20	0.8	x	78*	1	-1
CCCCOc1ccc(C(=O)OC2CC(C)N(C)CC2C)cc1 (centres undefined)	-8	1	-0.12	11	0.9	1.2	2	1.4	8
C=CCNC(=S)N1CCN(c2ncc3c(=O)c(C(=O)O)cn(CC)c3n2)CC1	-6	1.1	-0.45	-11	1.1	x	-5	1	3
O=C(O)CCCc1nc(-c2ccccc2)no1	x	1	-0.02	-4	1	1.1	-4	1.1	x
Cn1c(=O)n(-c2ccccc2)c(=O)c2c3c(sc21)COC(C)(C)C3	-7	0.8	0.71	38	0.6	1	23	1.1	0
O=C(CC1COc2ccccc2O1)Nc1ccccn1 (centres undefined)	-6	0.9	0.08	33	0.7	1.1	14	0.8	2
CC(C)CC(C(=O)Oc1ccc2c3c(c(=O)oc2c1)CCC3)N1C(=O)c2ccccc2C1=O (centres undefined)	-31	0.7	-0.47	48	0.5	x	26	1.4	0
O=C(COc1ccc(/C=N/NS(=O)(=O)c2ccccc2)cc1)Nc1cccc(Cl)c1	-1	1	1	-2	1	x	4	0.9	-3
CCCCSc1nc2c(c(=O)[nH]c(=O)n2C)n1CCc1ccccc1	-36	1	x	0	1	1.1	2	1.1	-4
O=C(c1ccc(Cl)c(S(=O)(=O)N2CCCC2)c1)N1CCN(c2ccccn2)CC1	12	0.7	0.15	11	0.9	x	32	1	6
